PPC-1+TRAIL kill: compounds killing PPC-1 cancer cells with TRAIL present (potentiator screen, no TRAIL-free arm). cell killing (% activity), % at 4 µM. PPC-1 cells + TRAIL, ATPLite viability luminescence. actives 0.41% (n = 220,000);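 active means cell killing above 50% in the first pass at 4 µM, then a duplicate retest at 5 µM averaging 50% or more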;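 further: plate controls were cells with TRAIL plus DMSO for no effect and medium-only wells lacking cells for full effect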
EBV gp42 inh: EBV gp42 inhibition | Fluorescence polarization binding assay, mP read-out | inhibition, % (tested at 21.74 µM) | actives 0.42% (n = 220,000) | AID 1085; in the data active means inhibition above about 50%
TRPML3 agonist: agonists of human TRPML3 channel. Q8TDD5. actives 0.29% (n = 220,000). HEK293 TRPML3-YFP, Fluo-8 calcium fluorescence; 100% = the carbachol control signal. activation, % at 3 µM;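 active means activation above its plate's cutoff, the mean activation of the plate's test wells plus 3 SD, cut at about 12% in these data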;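 further: 0% = DMSO only wells and 100% = carbachol wells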
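system = HEK293 cells stably carrying human TRPML3-YFP | doses = one concentration, 3 µM nominal, 0.3% DMSO | timing = dye loading 1 h 37 °C then 30 min ambient, 125 s read | detection = Fluo-8 calcium dye fluorescence, ex 470-495, em 515-575 nm | benchmarks = high control carbachol 87 µM, low control DMSO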
p47phox inh: p47phox (human) inhibition | P14598 | p47phox/p22phox peptide binding, fluorescence polarization, 2 h | inhibition, % at 24.7 µM | actives 0.53% (n = 220,000) | AID 1274;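 active means inhibition above about 30%, limit read from the data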;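 further: 0% = p47phox with labelled peptide and 100% = labelled peptide alone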
Target sequence (P14598 whole entry, looked up): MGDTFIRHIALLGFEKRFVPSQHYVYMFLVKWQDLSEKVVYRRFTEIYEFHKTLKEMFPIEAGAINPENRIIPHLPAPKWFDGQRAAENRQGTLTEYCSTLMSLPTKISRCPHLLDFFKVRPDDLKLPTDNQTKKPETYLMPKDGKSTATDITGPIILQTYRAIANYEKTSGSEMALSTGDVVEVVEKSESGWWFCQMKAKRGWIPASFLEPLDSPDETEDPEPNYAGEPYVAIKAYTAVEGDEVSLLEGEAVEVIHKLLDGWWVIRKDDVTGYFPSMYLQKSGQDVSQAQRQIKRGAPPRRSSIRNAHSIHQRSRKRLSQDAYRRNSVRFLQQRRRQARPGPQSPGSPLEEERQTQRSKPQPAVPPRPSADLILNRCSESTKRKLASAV
CHOP inh: blocks CHOP induction under ER stress | CHO-K1 CHOP-promoter luciferase, tunicamycin-induced, 15-18 h | actives 3.8% (n = 220,000) | inhibition, % at 10 µM;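 active means compounds that reduced the stress-induced luciferase reporter signal by more than about 70% of percent inhibition, limit read from the data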;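 further: 0% = tunicamycin plus vehicle and 100% = wells without tunicamycin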
TNF necrop inh: blocks TNF-alpha induced death of Jurkat FADD-/- cells; actives 0.068% (n = 220,000); AID 463075; activation (protection from cell death), % at 10 µM; Jurkat FADD-/- TNF necroptosis rescue, ATP luminescence, 24 h; 0 = TNF only, 100 = no-TNF cells;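 active means activation, meaning protection from cell death, of at least 50% relative to plate controls; inactive means activation below 50%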;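 further: necroptosis triggered by 40 ng/mL TNF-alpha added together with compound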
MDM2 E3 inh: Mdm2 E3 ligase (human) inhibition; cell-based MDM2 ubiquitination luciferase reporter, 2 h; 0 = plate control, 100 = twice control, blank-subtracted; signal enhancement, % at 5 µM; actives 0.11% (n = 210,000); AID 1230;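 active means signal enhancement of 30% or more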;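 further: luminescence tracks abundance of the self-degrading MDM2-luciferase fusion protein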
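System: stable MDM2–luciferase fusion reporter cells / Input: 2000 cells seeded into each well / Schedule: 4 h settle plus 2 h compound, 37 °C / Compound: single-point 5 µM / Buffer or medium: cells held in DMEM / Benchmarks: control and blank well means / Evaluation: percent signal gain over controls, blank-subtracted / Measured by: luciferase luminescence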
Runt-SMMHC FRET: Runt domain-CBFb-SMMHC interaction inhibition | Q01196+Q13951 | Cerulean-Runt/Venus-CBFb-SMMHC FRET ratio 530/480, 1 h | inhibition, % at 20 µM | actives 0.74% (n = 220,000);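 active means mean inhibition across duplicate retests at 20 µM reaching about 50%, limit read from the data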;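 further: 0% = DMSO wells and 100% = wells with excess untagged CBFb-SMMHC; inhibitors lower the FRET ratio by blocking Runt binding to CBFb-SMMHC; some results filed as inactive read as strong as hits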
Target sequence (Q01196 whole entry, looked up, the tested form may be a part): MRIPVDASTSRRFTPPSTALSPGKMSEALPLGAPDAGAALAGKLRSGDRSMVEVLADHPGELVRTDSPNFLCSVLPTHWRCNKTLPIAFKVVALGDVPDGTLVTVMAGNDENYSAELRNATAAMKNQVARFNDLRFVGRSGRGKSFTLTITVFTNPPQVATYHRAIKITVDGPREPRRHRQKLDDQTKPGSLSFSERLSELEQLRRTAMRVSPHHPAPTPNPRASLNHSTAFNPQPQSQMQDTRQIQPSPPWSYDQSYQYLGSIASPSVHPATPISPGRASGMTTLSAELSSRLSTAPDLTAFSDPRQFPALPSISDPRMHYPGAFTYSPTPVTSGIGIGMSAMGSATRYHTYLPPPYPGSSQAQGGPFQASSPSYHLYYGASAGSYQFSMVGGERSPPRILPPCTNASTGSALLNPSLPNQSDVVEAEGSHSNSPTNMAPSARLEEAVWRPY
Target sequence (Q13951 whole entry, looked up, the tested form may be a part): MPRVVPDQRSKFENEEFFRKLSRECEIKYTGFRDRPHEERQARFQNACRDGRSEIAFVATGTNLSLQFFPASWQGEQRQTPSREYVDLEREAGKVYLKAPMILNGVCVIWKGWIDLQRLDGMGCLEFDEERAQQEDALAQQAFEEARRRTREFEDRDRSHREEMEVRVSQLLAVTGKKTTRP
zfTRPN1 agonist: agonists of zebrafish TRPN1 channel | HEK293 zebrafish TRPN1-YFP, Fluo-8 calcium fluorescence; 100% = response to 87 µM carbachol | activation, % at 3 µM | actives 0.18% (n = 220,000) | AID 1424;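 active means activation above its plate's cutoff, the mean activation of test wells on that plate plus 3 SD, cut at about 19% in these data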;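 further: 0% = DMSO alone and 100% = 87 µM carbachol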
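Material – zebrafish TRPN1-YFP in HEK293 cells · Doses – 3 µM single point · Schedule – dye 1 h 37 °C plus 30 min RT · Signal – Fluo-8 calcium fluorescence, excitation 470-495 nm, emission 515-575 nm · Read-out – % activation versus carbachol response · Control set – carbachol high, DMSO low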
* marks the source's active call; other numbers are inactive results; x = no result given.

SMILES	PPC-1+TRAIL kill	EBV gp42 inh	TRPML3 agonist	p47phox inh	CHOP inh	TNF necrop inh	MDM2 E3 inh	Runt-SMMHC FRET	zfTRPN1 agonist
O=c1c(F)cn(C2CCCO2)c(=O)n1Cc1ccccc1Cl (configuration not stated)	3.2	-2.7	0.4	-8.4	37.2	-0.4	-2.8	3.7	1.5
Cn1c(=S)[nH]c2c(c1=O)C(C)(C)Cc1ccccc1-2	14.6	6.0	0.8	4.1	-5.2	-0.6	-8.3	3.2	1.9
O=C(/C=C/c1ccc(S(=O)(=O)N2CCOCC2)cc1)NC(=S)NCCCn1ccnc1	6.8	4.7	0.6	2.5	9.2	2.6	-12.8	-1.0	1.6
Cc1cccc(C)c1OCCN1C(=O)NC(C)(c2ccccc2)C1=O (configuration not stated)	3.6	-14.9	0.8	-8.5	40.3	1.4	-18.4	2.5	2.4
Cc1ccc(F)c([C@H]2C3C=CCC(c4ccccc4)C3C(=O)N2Cc2ccccc2)c1 (some centres not stated)	1.2	-10.9	x	-6.7	46.0	-7.7	6.8	4.4	x
Cc1cccc(C)c1OCC(=O)Nc1ccc(S(=O)(=O)Nc2ccccn2)cc1	16.1	-7.3	-1.4	-7.2	18.1	2.0	-14.2	-6.0	-2.4
Cc1cc(Nc2cc(C)on2)n2ncnc2n1	17.0	7.1	0.1	12.7	-6.5	0.6	-0.3	-3.5	1.5
c1ccc(OCCOCCSc2ncccn2)cc1	-3.3	-16.6	0.3	-24.2	-1.4	-1.9	-15.4	-5.9	0.6
NC(=O)CCS(=O)(=O)CCN1CCCCC1	13.9	-0.9	0.6	-1.9	10.2	-0.7	14.6	0.9	1.2
Cn1c(=O)c2c(nc(-n3ccnc3)n2Cc2ccc([N+](=O)[O-])cc2)n(C)c1=O	6.9	-15.5	0.0	4.2	-30.2	-1.9	-11.1	1.4	-2.2
COc1ccc(-c2noc(CSc3ccc(C)cc3)n2)cc1	7.0	-4.5	0.3	0.9	46.7	1.3	-17.9	-0.4	-0.4
CCCCNC(=S)NNC(=O)c1csc2c1CCC(C)C2 (configuration not stated)	15.8	-11.0	-1.3	-8.5	49.7	-1.8	-6.8	5.2	-1.6
O=C(O)C1CCCN1S(=O)(=O)c1ccc2ccccc2c1 (configuration not stated)	14.8	-22.2	0.8	-9.7	3.2	1.7	-38.6	-1.5	1.2
CCCC(=O)Nc1ccc(NC(=O)c2cccs2)cn1	-9.7	-24.6	0.9	-4.4	-21.2	1.2	-1.8	2.9	-0.8
C=CCNC(=O)/C(C#N)=C/c1ccc(C)o1	4.1	0.7	0.7	2.8	4.8	-0.5	-0.2	3.1	1.3
O=C(CNCc1ccccn1)Nc1cc(S(=O)(=O)N2CCCCC2)ccc1Cl	13.7	-13.7	1.0	-16.2	5.9	-0.5	-7.2	2.4	2.1
Cc1ccc(N(c2ncnc(N)c2[N+](=O)[O-])C2CCCCC2)cc1	-5.7	-8.5	-0.8	-9.0	105.4*	-7.6	-5.0	-2.8	-1.3
Cn1nc2c3ccccc3n(Cc3ccccc3)c2nc1=S	10.4	-5.3	0.0	13.9	-15.2	0.5	-9.6	-0.2	1.2
CN1C(=O)N(C)C2C1N(C)S(=O)(=O)N2C (configuration not stated)	-5.5	-14.2	0.6	-13.5	15.4	-2.0	-12.1	-0.5	1.3
Cc1ccc(Nc2cc(-n3cccn3)ncn2)c(C)c1	5.7	-5.5	0.0	-10.8	32.3	-6.7	9.5	3.6	-1.1
COc1cccc(OC(C)c2ccnc3nc(/N=C/N(C)C)nn23)c1 (configuration not stated)	1.6	-23.1	0.7	-4.3	-18.7	-4.0	-25.0	3.3	1.1
COc1ccc(CC(=O)NCc2n[nH]c(=S)n2C)cc1	11.3	-18.6	1.1	-4.4	-10.2	0.8	2.6	-0.7	1.1
C(=N\N1CCN(c2ccccc2)CC1)/c1ccccc1	-1.5	-2.5	0.2	-3.9	-26.8	-0.3	1.5	2.9	0.5
COc1ccccc1NC(=O)CCC(=O)O	-3.6	-25.6	0.9	-18.4	0.1	-2.0	-3.2	-2.4	0.0
CC(C)OP(=O)(c1ccc(N(C)C)cc1)C(O)c1c(Cl)cccc1Cl (configuration not stated)	19.6	-8.8	-0.5	-17.6	34.5	-3.5	-11.3	3.5	0.2
The listing continues.
SMILES	PPC-1+TRAIL kill	EBV gp42 inh	TRPML3 agonist	p47phox inh	CHOP inh	TNF necrop inh	MDM2 E3 inh	Runt-SMMHC FRET	zfTRPN1 agonist
O=C(NCc1ccccc1)NC1(C(=O)N2CCN3CCCC3C2)CCCCC1 (configuration not stated)	7.5	-10.0	0.4	-13.2	58.3	4.4	x	-1.9	-1.9
N#Cc1cc(-c2ccc(Cl)cc2)cn(Cc2c(Cl)cccc2Cl)c1=O	24.3	-18.7	0.7	-42.9	-27.0	-5.3	-6.8	-3.7	-0.4
O=S1(=O)CC(NCc2ccccc2)C(Nc2ccccc2)C1 (configuration not stated)	4.2	-16.9	0.3	-5.8	-35.2	-2.2	-19.6	-5.6	0.4
Cn1c(N)nc2ccccc2c1=O	7.4	2.9	1.0	-13.6	-3.1	2.8	1.3	2.1	3.0
Cc1cccc(NC(=O)CSc2nc(NS(=O)(=O)c3ccccc3)cc(=O)[nH]2)c1	12.5	2.1	0.9	-32.2	5.4	0.2	8.4	-3.5	-1.0
COc1cc(C(=O)Nc2ccncc2)cc(OC)c1OC	4.1	-15.5	0.4	2.1	33.7	-1.5	-6.8	-6.4	1.2
O=C(NCC1CCCO1)Nc1ccccc1 (configuration not stated)	16.9	5.5	0.8	-3.0	10.9	0.9	-11.7	4.4	0.6
Fc1ccc(C2c3[nH]c4ccccc4c3CCN2CCCn2cccn2)cc1 (configuration not stated)	-0.5	-10.1	-0.5	-7.3	-0.7	3.3	-11.1	15.4	-1.4
COc1cccc(NC(=O)C2CC(=O)n3cnnc3S2)c1 (configuration not stated)	-5.3	-23.1	1.1	0.2	-11.2	-0.1	-12.6	3.4	-1.2
NC(=O)c1sc(-c2ccsc2)cc1NS(=O)(=O)c1ccc(C(F)(F)F)cc1	-14.2	0.6	-0.3	-14.1	-1.3	3.5	-1.5	-2.4	-1.7
Cc1cc(C)c(OCC(=O)Nc2cccc(O)c2)cc1C	49.1	6.3	0.0	-2.4	-0.2	-2.8	-17.9	0.9	0.1
O=C(COc1ccccc1)NCC(c1cccs1)N1CCOCC1 (configuration not stated)	40.7	-15.5	-0.4	-11.0	16.5	-0.9	-15.2	-3.1	0.5
COC(=O)c1ccc(COC(=O)c2ccc(CS(=O)(=O)c3ccc(C)cc3)cc2)cc1	-6.5	-25.2	0.8	-2.1	28.4	0.0	-12.0	-2.3	-0.1
Cn1cc(Cl)c(C(=O)NC2CCCCCC2)n1	6.9	-1.0	1.1	-1.7	23.8	-1.3	5.4	1.3	-0.1
CCc1ccc2nc3sc(C(=O)O)cc3cc2c1	35.9	-1.8	1.0	-1.6	-38.7	0.9	-11.6	-1.4	2.2
O=C(NNc1ccnc2cc(Cl)ccc12)C1CCCCC1	13.7	-6.2	3.5	-2.9	65.1	-6.0	-37.7	-1.8	5.5
Cc1occc1C(=O)N/N=C/C(Br)=C/c1ccccc1	36.1	-16.6	3.2	-11.9	64.5	2.0	-34.0	2.9	3.9
N/C(=N\OC(=O)C1CCCCC1)c1cccc([N+](=O)[O-])c1	14.5	-23.7	0.3	-4.0	6.4	-2.1	-18.7	-2.3	0.3
Cc1ccc(SCC(=O)NCCSCc2ccccc2)cc1	-2.2	-13.1	-1.0	-7.4	30.9	2.7	1.2	2.9	-3.1
O=C(CN(Cc1cccs1)S(=O)(=O)c1ccc(S(=O)(=O)N2CCCCC2)cc1)Nc1ccccc1	13.7	2.7	0.7	-2.0	19.9	3.1	1.8	-6.3	-1.0
C=C(Cl)COc1ccc2c(CC)cc(=O)oc2c1	10.2	-14.3	-0.5	-5.5	34.9	-1.9	-7.2	2.2	-3.2
C/C(=N\NC(=O)c1cc(C2CC2)nc2ccccc12)c1ccc(C)s1	13.1	-21.1	0.0	-10.6	63.4	0.4	-18.1	-0.5	0.0
CC1=C(C(=O)NCCN2CCN(C)CC2)C2(CCC(C)CC2)OC1=O (configuration not stated)	0.9	12.6	0.5	-0.4	29.0	0.4	3.0	-4.7	1.1
O=C(c1cccs1)N1CCN(S(=O)(=O)N2CCOCC2)CC1	-5.1	-3.7	0.3	-7.7	10.7	-1.4	-15.1	-3.3	-0.9
Cc1ccc(-c2noc(-c3cc(C(C)(C)C)nn3Cc3ccccc3)n2)cc1	-21.0	-2.1	0.9	-2.7	3.7	0.1	-12.8	1.9	2.0

Sorted by value in TRPML3 agonist (low to high): 3 from the list above.
SMILES	EBV gp42 inh	TRPML3 agonist	p47phox inh	CHOP inh	Runt-SMMHC FRET
Cc1cc(C)c(OCC(=O)Nc2cccc(O)c2)cc1C	6.3	0.0	-2.4	-0.2	0.9
O=C(NCc1ccccc1)NC1(C(=O)N2CCN3CCCC3C2)CCCCC1 (configuration not stated)	-10.0	0.4	-13.2	58.3	-1.9
CC1=C(C(=O)NCCN2CCN(C)CC2)C2(CCC(C)CC2)OC1=O (configuration not stated)	12.6	0.5	-0.4	29.0	-4.7

More results
SMILES	PPC-1+TRAIL kill	EBV gp42 inh	TRPML3 agonist	p47phox inh	CHOP inh	TNF necrop inh	MDM2 E3 inh	Runt-SMMHC FRET	zfTRPN1 agonist
Cc1cccc(Cn2c(Cc3ccccc3)nc3ccccc32)c1	15.6	11.2	0.2	-3.3	37.2	1.3	-6.0	0.7	-0.9
CCCCOc1ccc(C(=O)Nc2ccc3c(c2)OCO3)cc1	15.5	0.8	0.3	-10.2	39.3	0.0	-9.3	-8.3	0.4
CCCCN1C(=O)CC(C(=O)O)C1c1ccc(OC)cc1 (configuration not stated)	9.2	-13.0	0.4	-10.1	-1.6	0.2	14.7	0.9	-1.3
Cc1noc(NS(=O)(=O)c2ccc(N/C=C/C(=O)c3ccc(F)cc3)cc2)c1C	9.8	-18.6	1.0	-4.4	14.4	-0.5	-35.2	-4.7	0.8
O=C(CN1CCN(S(=O)(=O)c2ccccc2)CC1)Nc1ccc(N2CCOCC2)cc1	17.2	-10.9	0.7	-6.5	9.5	4.4	-2.6	-3.3	1.8
Oc1ccc2cccnc2c1	-11.4	37.7	0.6	-37.3	-4.3	-0.3	-1.3	-87.7	1.1

Compound activity from PubChem.
